Screening data deposited in PubChem by National Center for Advancing Translational Sciences (NCATS).
RXFP1 antag – qHTS Assay for Antagonists of the Relaxin Receptor RXFP1 | HEK293-RXFP1, relaxin-stimulated cAMP HTRF, 30 min; active compounds read low | 0.59% of 350,000 active | activity change, negative = inhibition, % at 57.5 µM;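 active means activity change of -60% or lower, but not beyond a set lower limit; inconclusive means change between -60% and -40%, or beyond the set limit; inactive means change above -40%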
Target sequence (Q9HBX9 whole entry, looked up): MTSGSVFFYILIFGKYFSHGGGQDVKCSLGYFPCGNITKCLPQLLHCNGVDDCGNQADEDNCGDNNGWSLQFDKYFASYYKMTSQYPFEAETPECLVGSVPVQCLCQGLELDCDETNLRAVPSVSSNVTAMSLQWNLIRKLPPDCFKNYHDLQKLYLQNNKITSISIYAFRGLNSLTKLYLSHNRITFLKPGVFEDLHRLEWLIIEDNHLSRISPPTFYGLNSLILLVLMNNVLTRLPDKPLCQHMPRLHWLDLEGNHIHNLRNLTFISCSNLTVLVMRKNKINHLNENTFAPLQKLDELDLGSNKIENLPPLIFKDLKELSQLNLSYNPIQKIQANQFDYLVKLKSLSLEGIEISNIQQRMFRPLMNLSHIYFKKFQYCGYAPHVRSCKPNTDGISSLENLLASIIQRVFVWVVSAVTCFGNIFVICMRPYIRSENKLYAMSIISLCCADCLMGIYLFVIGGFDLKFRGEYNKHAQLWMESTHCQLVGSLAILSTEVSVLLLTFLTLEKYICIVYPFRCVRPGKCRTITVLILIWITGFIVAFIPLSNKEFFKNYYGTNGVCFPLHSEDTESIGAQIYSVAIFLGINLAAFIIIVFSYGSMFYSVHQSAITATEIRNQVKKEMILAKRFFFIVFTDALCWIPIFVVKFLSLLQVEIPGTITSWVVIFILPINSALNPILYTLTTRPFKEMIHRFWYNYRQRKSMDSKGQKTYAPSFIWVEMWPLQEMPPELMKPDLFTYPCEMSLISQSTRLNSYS
Starred values were filed as active, the others as inactive; ? = inconclusive. On the % scale 0 is the no-effect control and ±100 the full control effect. These rows are one share of the data; count on the stated rates, not on these rows.

SMILES | RXFP1 antag
C[C@@H]1CN([C@H](C)CO)C(=O)CCCn2nncc2CO[C@@H]1CN(C)S(=O)(=O)c1ccc(Oc2ccccc2)cc1 | 4
COc1ccc(Nc2nccc3c2ncn3C)cc1 | -19
CCOc1ccccc1C=NN1CCCCCC1 | -13
CN1CCN(c2ccncc2S(=O)(=O)N2CCCC2)CC1 | 8
O=C(NCCc1ccccc1)c1ccccc1C(F)(F)F | 8
CCOc1ccccc1C(=O)NCCCCNC(=O)c1ccccc1OCC | 14
Cc1cccc(-c2ocnc2C(=O)Nc2ncc(C)s2)c1 | 5
CC(C)(C)N(Cc1ccccc1)C(=O)COC(=O)c1ccc(S(=O)(=O)N2CCOCC2)cc1 | -11

Continued:
SMILES | RXFP1 antag
CCCCn1c(SCC(=O)NC2CC2)nc2cc(C(=O)OC)ccc2c1=O | 3
C=C[C@@]1(C)CC(=O)[C@]2(O)[C@@]3(C)[C@@H](O)CCC(C)(C)[C@@H]3[C@H](O)[C@H](OC(C)=O)[C@@]2(C)O1 | 36
COc1cccc(C(=O)NCC2CCCN(C(=O)Cc3cccc(C)c3)C2)c1OC (stereo not drawn) | 1
CN1C(=O)c2ccccc2C(O)c2ccccc21 (stereo not drawn) | 7
COc1ccc(C=NNc2ccc(S(=O)(=O)Nc3ccccc3C(=O)O)cc2[N+](=O)[O-])c(OC)c1 | -6
C=CCN(CC(=O)Nc1cccnc1)S(=O)(=O)c1ccc(Cl)cc1 | -1
COc1cc(C=NNC(=O)c2cccnc2)ccc1OC(=O)c1ccccc1F | -20
C[C@@H]1CN([C@H](C)CO)C(=O)CCCn2nncc2CO[C@@H]1CN(C)S(=O)(=O)c1ccc2ccccc2c1 | 3

Next part:
SMILES | RXFP1 antag
COc1ccc2nc3n(c(=O)c2c1)-c1ncccc1C(=O)NC3CC(C)C (stereo not drawn) | 12
Cn1c(=O)c(S(=O)C2CCCCC2)c(O)c2ccccc21 (stereo not drawn) | 3
COCCN(C(=O)COC(=O)Cc1c(C)nc2ccccc2c1C)c1c(N)n(CC(C)C)c(=O)[nH]c1=O | -5
NS(=O)(=O)c1ccc(CCNC(=O)COC(=O)c2ccc([N+](=O)[O-])o2)cc1 | 24
CSc1nc2c(c(-c3ccccc3)c1C#N)CCC2 | -7
CCc1ccccc1OCC(=O)NCC1COc2ccccc2O1 (stereo not drawn) | 16
CCCCCCN1C[C@@H](O)[C@H](n2cc(C3CC3)nn2)C[C@@H]1c1ccc(OC)cc1 | -3
COC(=O)c1ccc(CSc2ccccc2NC(=S)Nc2cccc(C(F)(F)F)c2)o1 | -10

Continuation:
SMILES | RXFP1 antag
OC[C@H]1O[C@H](O[C@]2(CCl)O[C@H](CCl)[C@@H](O)[C@@H]2O)[C@H](O)[C@@H](O)[C@H]1Cl | -4
COc1cccc(C(=O)OCC(=O)NC23CC4CC(CC(C4)C2)C3)c1 | -6
COc1cc(C)ccc1OCCCOc1cc(C)ccc1Cl | -18
COc1cccc(CNC(=O)COC(=O)C23CC4CC(CC(Cl)(C4)C2)C3)c1 | -15
COc1ccccc1NC(=O)CN(Cc1ccco1)C(=O)c1cc(Cl)c(OC)c(OC)c1 | -9
COc1ccc(OCc2cc(C(=O)NC(C)c3nc(C)cs3)no2)c(Cl)c1 (stereo not drawn) | -8
Cc1ccc(C(=O)OCC(=O)c2ccc(Br)cc2)cc1S(=O)(=O)N1CCOCC1 | 23
CCCCN1C(=O)C(CC(=O)NC2CCCC2)CC(C(=O)N(CC)CC)=C1C (stereo not drawn) | 1

Further structures
SMILES | RXFP1 antag
COc1cc(C(=O)N[C@H](C(=O)OCC(=O)NC2CCCCCC2)C(C)C)cc(OC)c1OC | 4
COc1cc(-c2nccc3cc4c(cc23)OCO4)cc(OC)c1OC | 8
CN[C@H](C)C(=O)NC[C@H]1O[C@@H](n2ccc(N)nc2=O)[C@H](O)[C@@H]1O | 4
CCCCn1c(NCc2cc(C)ccc2O)nc2ccccc21 | 4
CC(=O)Nc1ccc(NC(=O)COc2cccc3ccccc23)cc1 | -4
CN1CC(c2ccccc2)Oc2ccccc2C1=S (stereo not drawn) | 3
O=C(c1cccs1)N1CCN(C(=O)c2cn(-c3ccccc3)nc2-c2ccccc2)CC1 | -24
COc1ccc(C(=O)Nc2ccc3[nH]ccc3c2)cc1OC | 0

(more compounds)
SMILES | RXFP1 antag
CN(Cc1ccc(C(F)(F)F)cc1)C(=O)C1CC(=O)N(Cc2ccco2)C1 (stereo not drawn) | 3
COc1cccc(C=NNC(=O)C(C)SC(C)C(=O)NN=Cc2cccc(OC)c2)c1 (stereo not drawn) | -4
CCN1CCN(S(=O)(=O)c2ccc(Cl)c(C(=O)NCc3nc4ccccc4[nH]3)c2)CC1 | -7
N#CC1C(=O)c2ccccc2C1c1ccccc1 (stereo not drawn) | -92*
O=C(COC(=O)Cc1c(Cl)cccc1Cl)NCc1ccccc1 | 0
COc1cc(C(C)=O)ccc1OCC(=O)N1CCC(Cc2ccccc2)CC1 | 1
CCCCCCCCCCCC1N=C(N)NC(CCCO)=C1C(=O)OC (stereo not drawn) | -10
Cn1cccc1C(=O)OCC(=O)Nc1ccc2[nH]c(=O)[nH]c2c1 | 0

Continuation.
SMILES | RXFP1 antag
O=C1C2CCCN2C(=O)N1CCN1CCN(c2cccc(C(F)(F)F)c2)CC1 (stereo not drawn) | -1
Cc1ccc(Cc2c(-c3ccc(Br)cc3)nc3ccc(Br)cn23)cc1 | -3
Nc1ccccc1-n1nc2ccc3ccccc3c2n1 | -5
COc1cc2c(cc1OC)C(O)=CC(=O)C2=O | 8
COc1nc(=O)n(C2C=CC(=O)O2)cc1F (stereo not drawn) | 5
Cc1ncc([N+](=O)[O-])n1S(=O)(=O)c1ccc2c(c1)OCCO2 | 0
COc1ccc(NC(=O)CN2C(=O)NC(C)(c3ccc4c(c3)OCCO4)C2=O)cc1S(N)(=O)=O (stereo not drawn) | 7
NC(=NCCc1ccccc1)NC(=O)c1cc(Cl)ccc1O | 7

(more compounds)
SMILES | RXFP1 antag
C[C@H]1CN([C@@H](C)CO)C(=O)CCCn2nncc2CO[C@@H]1CN(C)Cc1cccc(C(F)(F)F)c1 | 7
C[C@H](CO)N1C[C@H](C)[C@H](CN(C)S(=O)(=O)c2ccc(-n3cccn3)cc2)OCc2cnnn2CCCC1=O | -4
CCOc1ccccc1NC(=O)c1cccnc1 | -2
Cc1c(NC(=O)c2cc(S(=O)(=O)N3CCCCC3)ccc2Cl)c(=O)n(-c2ccccc2)n1C | -40
COc1ccccc1CNc1cccc(C)n1 | 3
Cc1cc2nc(CN(C)C(=O)C3CCC(=O)N(C4CCCC4)C3)[nH]c2cc1C (stereo not drawn) | 10
CCc1ccc(Cn2ncc3c(C(=O)O)cc(C)nc32)cc1 | -8
CSC(=Nc1ccccc1)N=C(SCc1ccccc1)N(C)C | -100*

Next structures:
SMILES | RXFP1 antag
Cc1ccccc1-c1cc2nc(C)c(Cl)c(=O)n2[nH]1 | -3
O=C(N[C@@H](Cc1ccccc1)C(=O)OCc1ccccc1)c1ccco1 | -9
CC1CNC(=S)N(c2ccccc2)C1=O (stereo not drawn) | -4
CC(=O)c1cccc(NC(=O)C2CCCN2S(=O)(=O)c2cccs2)c1 (stereo not drawn) | -4
CCOC(=O)N1CCN(C(=O)c2ccc(CS(=O)c3cccc(C)c3)o2)CC1 (stereo not drawn) | 4
COc1ccccc1CC(=O)Nc1cc(C)on1 | -6
O=C(CSc1nc(-c2ccccc2)c(-c2ccccc2)o1)N1CCCCC1 | -2
COC1=C(OC)C(=O)C(Sc2ccc3ccccc3c2)=CC1=O | -38

(cont.)
SMILES | RXFP1 antag
CCN(CC)S(=O)(=O)c1cccc(C(=O)N[C@H](C(=O)NC2=NCCS2)C(C)C)c1 | 3
Cc1ccccc1C(=O)N1CC/C(=N/OS(=O)(=O)O)c2ccc(Cl)cc21 | -15
N#CC1(NC(=O)COc2ccc(C(N)=O)cc2)CCCC1 | 4
COc1ccccc1C=NNC(=O)c1ccncc1 | -7
COc1ccc(CCNC(=O)N2c3ccccc3Sc3ccccc32)cc1 | -34
COc1ccc(-c2cc(-c3ccccc3)nc(N)n2)c(O)c1 | -32
COc1ccccc1CNC(=O)COC(=O)Cc1ccc(Br)cc1 | -6
CC(=O)Nc1ccc(NC(=O)C(C)OC(=O)c2ccc(S(=O)(=O)N3CCCCCC3)cc2)cc1 (stereo not drawn) | ?

Reprinted from the part before: three entries, followed by the next part.
SMILES | RXFP1 antag
COc1ccc(-c2cc(-c3ccccc3)nc(N)n2)c(O)c1 | -32
COc1ccccc1CNC(=O)COC(=O)Cc1ccc(Br)cc1 | -6
CC(=O)Nc1ccc(NC(=O)C(C)OC(=O)c2ccc(S(=O)(=O)N3CCCCCC3)cc2)cc1 (stereo not drawn) | ?
CC(O)COc1ccccc1 (stereo not drawn) | 2
COC1OC2COC(c3ccccc3)OC2C2OC(c3ccccc3)OC12 (stereo not drawn) | -7
O=[N+]([O-])c1ccc(Nc2ccccc2O)c([N+](=O)[O-])c1 | 0
Nc1nc2ccc(Br)cc2o1 | -3
CC1=C(C(=O)N(C)C)CC(CC(=O)NCCc2ccccn2)C(=O)N1Cc1ccc(F)cc1 (stereo not drawn) | 6
O=C(NCCCCNC(=O)c1ccccc1Br)c1ccccc1Br | -12
O=S(=O)(c1ccc(Cl)nc1)N1CCOCC1 | 5
CC(=O)C1(C)CCC2C3C=C(C)C4=CC(=O)CCC4(C)C3CCC21C (stereo not drawn) | -6

The list goes on:
SMILES | RXFP1 antag
COc1ccc(/C=C/C(=O)OCC(=O)c2ccccc2F)cc1 | -22
CN(C)c1ccc2c(c1[N+](=O)[O-])Cc1ccccc1-2 | 2
COc1ccc2[nH]c(=O)c(CN(C(C)=O)c3cc(C)ccc3C)cc2c1 | 0
CCC1(CC)NC(=O)N(CC(=O)N2CCc3ccccc32)C1=O | -15
CCN(CC)c1ccc2cc(-c3nc(-c4cc5ccccc5oc4=O)cs3)c(=O)oc2c1 | -6
Cc1ccc(NC(=O)CN(C)C(=O)c2cccc(S(=O)(=O)N3CCc4ccccc4C3)c2)cc1 | 5
Cc1ccc(S(=O)(=O)N2CCC[C@H]2C(=O)NC2CCCCC2)cc1 | -18
COc1ccc(CCN2CC(C(=O)NCCCc3ccncc3)CCC2=O)cc1 (stereo not drawn) | 4

An excerpt from above in order of length of the SMILES, ascending:
SMILES | RXFP1 antag
O=S(=O)(c1ccc(Cl)nc1)N1CCOCC1 | 5
COc1ccc(/C=C/C(=O)OCC(=O)c2ccccc2F)cc1 | -22
CN(C)c1ccc2c(c1[N+](=O)[O-])Cc1ccccc1-2 | 2
CCC1(CC)NC(=O)N(CC(=O)N2CCc3ccccc32)C1=O | -15
Cc1ccc(S(=O)(=O)N2CCC[C@H]2C(=O)NC2CCCCC2)cc1 | -18
COc1ccc2[nH]c(=O)c(CN(C(C)=O)c3cc(C)ccc3C)cc2c1 | 0
CCN(CC)c1ccc2cc(-c3nc(-c4cc5ccccc5oc4=O)cs3)c(=O)oc2c1 | -6

New compounds follow
SMILES | RXFP1 antag
COc1ccc(-c2ccc(CN3C(CC(C)C)C(=O)N(Cc4cn(CC5CCCCC5)nn4)CCS3(=O)=O)cc2)cc1OC (stereo not drawn) | 7
C[C@@H]1CN([C@H](C)CO)C(=O)c2cc(C#CC3CC3)cnc2O[C@H]1CN(C)S(C)(=O)=O | 6
Cc1csc(=O)n1CCC(=O)OCC(=O)NCc1ccccc1 | 8
O=C(C=Cc1ccc(Cl)s1)c1ccc(Cl)s1 | -33
O=C1CCSc2c1ccc1ccccc21 | -10
CCC(CC)c1nnc(NC(=O)CS(=O)(=O)Cc2ccccc2)s1 | -5
COc1ccc(NC(=O)c2ccc(S(=O)(=O)N(C)c3ccccc3)cc2)cc1S(=O)(=O)N1CCOCC1 | 0
CC1CN(S(=O)(=O)c2ccc(C(=O)NC3CCCCC3)cc2)CC(C)O1 (stereo not drawn) | -10

The list goes on:
SMILES | RXFP1 antag
Cn1ccnc1C(=O)Cc1ccc([N+](=O)[O-])cc1 | 4
Cc1ccc(S(=O)(=O)/N=C2\C=C(NS(=O)(=O)c3ccccc3)C(=O)c3ccccc32)c(C)c1 | -8
COc1ccc(C(C)=NNS(=O)(=O)c2ccc(C)cc2)cc1OC | -11
COc1cc(/C=C/C(=O)OCC(=O)c2ccc[nH]2)cc(OC)c1OC | -2
Cc1ccc(-n2c(COc3ccccc3)nnc2SCC(=O)O)cc1 | 5
O=C(CN1C(=O)NC2(CCCCCC2)C1=O)NCc1ccccc1Cl | -4
CCCC1(CCC)NC(=O)N(CC(=O)Nc2ccc(Cl)c(S(=O)(=O)N3CCOCC3)c2)C1=O | -3
CCSc1nc2cc(S(=O)(=O)N3CCOCC3)ccc2o1 | 10

(list continues)
SMILES | RXFP1 antag
Cc1ccc(NC(=O)CN(C)C(=O)CSc2nnc(C)s2)cc1 | -10
COc1cc(OC)cc(C(=O)NNC(=O)CCC(=O)c2cc(C)sc2C)c1 | -1
Cc1ccc(S(=O)(=O)OCC(=O)Nc2ccc(C(=O)O)c(O)c2)cc1 | -7
Cc1cc(NC(=O)COC(=O)c2ccccc2NCCO)no1 | -6
Cc1cccc(C)c1OCC(O)CN1CCN(C(=O)c2ccccc2)CC1 (stereo not drawn) | -2
CN(C)CCCN1c2ccc3ccccc3c2Sc2cccc(Cl)c21 | -24
COc1cccc2c(=O)c3c(oc12)CCCC3 | 6
CC1=C(C(=O)N2CCOCC2)CC(CC(=O)NC2CCCCC2)C(=O)N1CCCN1CCCC1=O (stereo not drawn) | 19

Going on with the list:
SMILES | RXFP1 antag
CN(C(=O)CSc1nc2scc(-c3ccccc3)c2c(=O)[nH]1)c1ccccc1 | -64*
CC(O)(c1ccc(Cl)cc1)C(c1ccccc1)c1ccccn1 (stereo not drawn) | -33
Cc1ccc([C@H]2C[C@@H](O)[C@H](n3cc(C4CC4)nn3)CN2Cc2cccs2)cc1 | -5
O=P(CCc1ccccc1)(c1ccccc1)c1ccccc1 | 8
Cc1cccc(CNc2ncnc3[nH]ncc23)c1 | -18
O=S(=O)(c1ccc(SCc2c(F)cccc2Cl)nc1)N1CCCC1 | 2
Cc1cccc(NS(=O)(=O)c2cccc(C(=O)NCC(c3ccc(F)cc3)N3CCOCC3)c2)c1 (stereo not drawn) | 3
